High-throughput results deposited in PubChem by National Center for Advancing Translational Sciences (NCATS).
Tb PFK inh: T. brucei PFK enzyme inhibition. O15648. T. brucei PFK, ADP-Glo luminescence. Potency, µM (titrated, usually from 57.5 µM), for inactives: top-dose activity, negative = inhibition, actives largely listed as inhibitors. 330,000 compounds, 0.17% hits. AID 485367;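 note: potency is the fitted concentration of half-maximal effect; 0% = uninhibited 1x PFK enzyme wells and -100% = no-enzyme wells; nearly all actives have a fitted effect of over 60% in size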
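Luminescent ADP detection (ADP-Glo, two-step: ATP depletion then ADP-to-ATP conversion for luciferase) reported PFK activity after 45 min room-temperature reaction of 1.25 nM enzyme with 0.5 mM F6P and 0.1 mM ATP at pH 8.0.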
TSG101-PTAP inh: blocks PTAP/TSG101 interaction to inhibit HIV-1 budding; Q99816; Fluorescence polarization, FITC-PTAP peptide / Tsg101 binding; 340,000 tested, under 10 active; Potency, µM (doses to about 115 µM), for inactives: at the top dose activity change, negative = inhibition, actives largely listed as inhibitors; active = well fitted inhibition curve with a large enough effect in the main read-out, with a control signal flat, not every such curve was filed as active; inconclusive = small, poorly fitted or top-dose-only effect, or effect the other way, or a change in a side signal; inactive = no such curve, though single readings can be large or run the other way; note: potency is the fitted concentration of half-maximal effect; % of control where 0% means no effect
Target sequence (Q99816 whole entry, looked up): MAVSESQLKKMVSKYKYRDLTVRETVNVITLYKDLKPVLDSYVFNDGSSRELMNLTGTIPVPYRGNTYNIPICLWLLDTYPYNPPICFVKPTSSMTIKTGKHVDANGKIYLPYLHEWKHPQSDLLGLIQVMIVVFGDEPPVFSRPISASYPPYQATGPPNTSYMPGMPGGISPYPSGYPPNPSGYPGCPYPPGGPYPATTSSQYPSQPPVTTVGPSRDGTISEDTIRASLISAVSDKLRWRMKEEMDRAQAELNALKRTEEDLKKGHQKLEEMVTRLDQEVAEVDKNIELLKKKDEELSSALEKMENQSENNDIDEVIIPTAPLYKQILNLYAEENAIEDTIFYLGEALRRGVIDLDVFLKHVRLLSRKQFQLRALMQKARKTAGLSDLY
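Fluorescence anisotropy tracks displacement of a FITC-tagged PTAP peptide (50 nM) from the Tsg101 binding domain (10 uM), following a 20 min room-temperature incubation at pH 7.5.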
GALK inh: inhibitors of human galactokinase; 270,000 compounds, 0.007% hits; Purified GALK, Kinase-Glo residual ATP luminescence; Potency, µM (series often up to 57.5 µM), for inactives: at the top dose activity change, negative = inhibition, most hits filed as inhibitors; AID 1868; note: potency is the fitted concentration of half-maximal effect; % is set by controls: 0 for no effect and ±100 for the full control effect
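Kinase-Glo Plus luminescence measured ATP left after a 1 h room-temperature reaction. The reaction used 5 nM GALK, 100 uM galactose and 35 uM ATP at pH 8.0 (20 mM HEPES, 5 mM MgCl2, 60 mM NaCl, 1 mM DTT, 0.01% BSA).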
FBPA coupling cs: counter-screen for Giardia aldolase inhibitors: coupling enzyme system. coupling enzyme system counterscreen, AmpLite Red fluorescence. activity change, negative = inhibition, % at 58.2 µM, hits read low. 290,000 compounds, 0.67% hits. AID 2472; in the data active = activity change below about -30%; note: % is set by controls: 0 for no effect and ±100 for the full control effect
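Final compound at 57.5 uM, incubated 10 min at RT with coupling enzyme reagent (glyceraldehyde-3-phosphate), then 20 min with substrate and AmpLite Red detection. Fluorescence read at 525/598 nm; tests interference with the coupling assay, not aldolase inhibition.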
BCR signal inh: blocks chronic active B-cell receptor signaling; AID 493014; ABC-DLBCL IkBa-CBG/CBR reporter, luminescence ratio, 4 h; 340,000 compounds, 0.05% hits; Potency, µM (top dose mostly 46.1 µM), for inactives: at the top dose ratio change, negative = lower green/red ratio, hits mostly inhibitors; active = well fitted inhibition curve with a large enough effect in the signal ratio, with a control signal flat, not every such curve was filed as active; inconclusive = small, poorly fitted or top-dose-only effect, or effect the other way, or a change in a side signal; the % refers to the signal ratio;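 note: potency is the fitted concentration of half-maximal effect; plate controls were basal doxycycline-induced cells for no effect and cells given 10 µM MG132 for full effect; MG132 reads +100%, hits lower the ratio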
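Concentration-response series (up to 46 uM) were applied to TMD8 dual-reporter cells for 4 h at 37C with doxycycline. Green/red ratio, after filter-overlap correction, defined %Activity; red signal alone was normalised to basal cells and zero luminescence.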
B2AR arrestin: recruits beta-arrestin to the human beta2-adrenergic receptor; P07550; beta-arrestin recruitment to beta2AR, cell-based reporter; Potency, µM (doses to about 46.1 µM), for the others: at the highest dose activation, hits mostly activators; 330,000 compounds, 0.02% hits; AID 492947;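 note: potency is the fitted concentration of half-maximal effect; 0% = DMSO controls and full agonism = EC100 isoproterenol or metaproterenol; nearly all actives have a fitted effect of over 65% in size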
Giardia killer: Giardia lamblia killing | Giardia lamblia trophozoite viability | activity change, % at 7.66 µM, hits read low | 340,000 compounds, 0.15% hits | AID 540267; in the data active = activity change below about -80%; inconclusive = between about -30% and that limit;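 note: parasites exposed to compound for two days anaerobically before the ATP read; % is set by controls: 0 for no effect and ±100 for the full control effect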
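Luminescent ATP signal served as the viability read-out, measured 15-30 min after adding ATP detection reagent to trophozoites that had been incubated with compounds for 48 hrs at 37 deg C anaerobically at 100 cells/well.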
Menin-MLL TR inh: menin-MLL binding inhibition, Texas Red mutant peptide. Menin + Texas Red MLL mutant peptide, fluorescence polarization. Potency, µM (doses to about 61.6 µM), for inactives: top-dose FP activity change, negative = inhibition, usual class: inhibitors. 270,000 compounds, 0.23% hits; active = well fitted inhibition curve with a large enough effect in the polarisation, with a control signal flat, not every such curve was filed as active; inconclusive = small, poorly fitted or top-dose-only effect, or effect the other way, or a change in a side signal; inactive = no such curve, though single readings can be large or run the other way; the % refers to the polarisation; note: potency is the fitted concentration of half-maximal effect; % of control where 0% means no effect; many of its hits are not listed in these tables
S-ASM inh: human S-ASM enzyme inhibition; placental ASM, HMU-PC fluorogenic substrate, 60 min; 340,000 compounds, 0.006% hits; Potency, µM (titrated, usually from 57.5 µM), inactives show at the highest dose activity change, negative = inhibition, most hits filed as inhibitors; P17405; note: potency is the fitted concentration of half-maximal effect
Target sequence (P17405 47-631 limits assumed): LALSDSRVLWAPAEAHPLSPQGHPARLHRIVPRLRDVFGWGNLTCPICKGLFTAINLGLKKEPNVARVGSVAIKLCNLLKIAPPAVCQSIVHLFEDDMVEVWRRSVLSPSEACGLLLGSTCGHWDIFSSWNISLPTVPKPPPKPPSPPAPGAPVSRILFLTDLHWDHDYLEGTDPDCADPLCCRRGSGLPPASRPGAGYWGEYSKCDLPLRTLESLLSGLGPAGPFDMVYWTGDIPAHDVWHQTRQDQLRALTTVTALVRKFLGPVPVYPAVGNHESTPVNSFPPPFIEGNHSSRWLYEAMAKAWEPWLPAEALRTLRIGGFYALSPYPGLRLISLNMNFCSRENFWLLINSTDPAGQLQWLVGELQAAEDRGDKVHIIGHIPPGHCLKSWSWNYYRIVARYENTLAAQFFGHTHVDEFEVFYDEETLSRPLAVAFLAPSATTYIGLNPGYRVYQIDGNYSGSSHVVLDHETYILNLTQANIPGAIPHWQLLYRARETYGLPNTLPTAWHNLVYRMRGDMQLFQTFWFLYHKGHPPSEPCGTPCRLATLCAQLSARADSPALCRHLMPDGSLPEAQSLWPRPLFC
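Steps: dispense placental human ASM, pin compound, wait 10 min at room temperature, add HMU-PC0 substrate at 9 uM final, incubate 60 min at 37 °C, add stop solution raising pH to 10, read fluorescence.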
PKM2 act: increases activity of human pyruvate kinase M2 | P14618 | purified PKM2, Kinase-Glo ATP luminescence, activation; response scale: 0% is enzyme alone, no compound | Potency, µM (top dose mostly 57.5 µM), inactives show top-dose activation, hits mostly activators | 260,000 compounds, 0.34% hits | AID 1631; note: potency is the fitted concentration of half-maximal effect; % is set by controls: 0 for no effect and ±100 for the full control effect; nearly all actives have a fitted effect of over 55% in size
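hPK-M2, >95% pure; 0.1 mM ADP / 0.5 mM PEP final; imidazole pH7.2 buffer w/ 7 mM MgCl2, 50 mM KCl; 1 h RT; Kinase-Glo lum. Intermediate enzyme activity for dual inhibitor/activator qHTS.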
Integrin act MD: integrin-mediated muscular dystrophy alleviation activation; alpha7betagal myoblasts, beta-gal FDG fluorescence, 48 h; Potency, µM (series often up to 38.3 µM), for inactives: at the highest dose activation, usual class: activators; 350,000 compounds, 0.064% hits;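 note: potency is the fitted concentration of half-maximal effect; 100% = response of the positive control SU9516; nearly all actives have a fitted effect of over 60% in size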
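alpha7betagal+/- myoblasts (passage 13, 250/well) treated 48 h at 37C with compounds at 1:260 dilution of DMSO stock. Lysed, then beta-galactosidase activity read as FDG fluorescence (ex 480/em 540) after 30 min, with pre-read for autofluorescence.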
* hit, by the source's call; ? = inconclusive; nt = no result given; [ ] = another dose, or the depositor's remark. Unless noted, calls come from the whole dose curve; as a rule, active = well fitted curve in the direction sought with a large enough effect; inconclusive = small, poorly fitted or top-dose-only effect, or another doubt; inactive = no such curve, though single readings can be large; an effect the other way counts as inactive or inconclusive.

SMILES | Tb PFK inh | TSG101-PTAP inh | GALK inh | FBPA coupling cs | BCR signal inh | B2AR arrestin | Giardia killer | Menin-MLL TR inh | S-ASM inh | PKM2 act | Integrin act MD
COc1ccc(OC)c2c(N)c(C#N)c(C(F)(F)C(F)(F)F)nc12 | 2% | -6% | -1% | -1 | 0% | 0.4% | -12 | 11% | 370%[activator] | -4% | 3%
CCC(=O)Oc1oc(-c2ccccc2)nc1C=Nc1ccccc1OC | -5% | -2% | -2% | -3 | -21% | 0.0% | 10 | -13% | -1% | -8% | -21%
CCOC(=O)C1CCCN(c2ncnc3c2cnn3-c2ccc(Cl)cc2)C1 (stereo not given) | -4%[0.46 µM] | -6% | 2% | 1 | -6% | -0.8% | -7 | 17% | -20% | 2% | -15%[7.66 µM]
O=C(OCc1ccc([N+](=O)[O-])cc1)C1CCN(S(=O)(=O)c2ccccc2)CC1 | -20% | 1% | 1% | 3 | -5% | -1.3% | -7 | -1% | 4% | 19% | -5%
CCc1nc(C)cn1S(=O)(=O)c1cc(Br)ccc1OC | -3% | -4% | -1% | -3 | ? | -0.5% | -1 | 10% | 0% | -9% | -2%
Oc1c(Br)cc(Br)cc1C=NCc1ccc(F)cc1 | -24% | -8% | 2% | -18 | 21% | -0.1% | 5 | ? | 6% | -3% | ?
NC(=O)CC(NC(=O)Cc1ccc(Br)cc1)c1ccc(NC2CC3CCC2C3)c([N+](=O)[O-])c1 (stereo not given) | -3% | -6% | nt | -3 | ? | -1.0% | 5 | 50%[activator] | -25% | 1% | -31%
CN(C)c1ccc(-c2noc(C3CCN(S(=O)(=O)c4cccc(C(=O)O)c4)CC3)n2)cc1 | -10% | 1% | -10% | 9 | 9% | -0.4% | -14 | ? | -2% | -1% | 6%
CCN(CC(=O)Nc1cc(Cl)ccc1C)C(=O)COc1ccccc1F | -2% | -1% | -1% | -2 | 0% | 0.0% | -2 | 7% | 1% | -5% | -1%
CCOC(=O)c1c(N2C(=O)CC(Sc3ccccc3C(=O)O)C2=O)sc(C)c1C (stereo not given) | 1% | -3% | 4% | 13 | ? | -0.3% | -19 | nt | 3% | ? | -8%
CCCCNc1cc(NC(C)=O)cc2cc(OC)c(OC)cc12 | 3% | -1% | -1% | -44* | -10% | 1.0% | 9 | -24% | 1% | -19% | -11%
COc1ccc(CN(C)C(=O)c2ccc(NS(=O)(=O)c3ccc(F)cc3)cc2)c(OC)c1 | -2% | -2% | 4% | nt | ? | 0.0% | -10 | nt | -1% | 27% | -3%
CCOC(=O)C(=CNc1ccc2c(c1)c1ccccc1n2CC)C(=O)OCC | -1% | -1% | 6% | 0 | ? | -0.5% | 11 | nt | 102%[activator] | -3% | -46%[inhibitor]
CC1CCCCC1NC(=O)COC(=O)CCC(=O)c1cccs1 (stereo not given) | 0% | -5% | nt | nt | 6% | 5.4% | 2 | nt | 3% | nt | 16%
COc1cccc(CN2CCN(C(=S)NCc3ccc(Cl)cc3)CC2)c1 | -3% | -6% | 1% | -2 | ? | -0.1% | -4 | 43%[activator] | -2% | 12% | -7%
COC(=O)c1cc(Oc2ccc(C(=O)OC)cc2N)cc(C(=O)OC)c1 | 0% | -3% | 1% | 1 | 7% | 0.3% | 1 | -9% | -3% | 5% | 15%
CSc1ccc(S(=O)(=O)NCCCn2ccnc2)cc1 | 6% | 1% | -3% | 1 | 1% | -0.2% | -8 | 8% | 1% | -2% | 16%
CCn1c(CC(=O)Nc2ccccc2)nnc1SCC(=O)Nc1nnc(C)s1 | -3% | 0% | -3% | 2 | 4% | 0.2% | 11 | 10% | 4% | 2% | 17%
COc1cccc(-n2nnnc2SCC(=O)NCc2ccco2)c1 | -5% | -3% | 1% | 2 | 2% | -0.1% | -9 | -10% | 0% | -5% | 2%
COc1cccc(N2C(=O)C3CCCN3C2c2ccc(F)cc2)c1 (stereo not given) | 0% | -2% | 0% | 4 | ? | 0.8% | -18 | -14% | 3% | -1% | 8%
CCc1cc(CNC(=O)CC2C(=O)NCCN2CC2CCCCC2)on1 (stereo not given) | 0% | -1% | -1% | -1 | 4% | -0.2% | -7 | -18% | 4% | 5% | -6%
Cc1cc(C(=O)COC(=O)c2ccc(CO)cc2)c(C)n1CC1COc2ccccc2O1 (stereo not given) | -15% | 1% | 0% | 5 | -3% | 0.3% | -20 | 9% | -17% | 11% | 8%
O=C(CSc1ncccc1C(=O)O)NC1CCCCCCC1 | 0% | 0% | -5% | 9 | 3% | -0.5% | -3 | nt | 8% | -2% | 18%
O=C1NC(=O)C(=C2CCCCCC2)S1 | 1% | -3% | 0% | 4 | ? | 1.4% | -2 | -14% | nt | 0% | 8%
CCN(CC)S(=O)(=O)c1ccc(NCc2ccccn2)nc1 | 1% | 0% | 4% | -1 | 2% | -0.8% | 0 | 7% | -2% | nt | -1%
Cc1ccc2nc(C(=O)N3CCc4c([nH]c5ccccc45)C3c3ccccn3)cn2c1 (stereo not given) | -2% | 1% | 1% | -1 | 11% | 0.0% | 21 | 19% | -4% | 9% | -14%
CC(=O)Nc1cccc(-c2nnc3c4ccccc4c(C)nn23)c1 | 1% | nt | 0% | 0 | 6% | -0.3% | nt | -1% | nt | 1% | nt
CCOC(=O)N1CCC(NC(=O)c2cccnc2SC)CC1 | -7% | -9% | -1% | 0 | -18% | -0.3% | 6 | ? | 5% | -15% | 19%
Cc1cccc(C(=O)N/C(=C\c2ccco2)C(=O)N2CCCC2)c1 | -4% | 4% | 11% | 0 | -6% | 2.9% | 2 | -5% | -3% | 1% | 0%
CCOC(=O)C1C(=O)NC(c2ccccc2)=NC1c1ccc(C(C)C)cc1 (stereo not given) | -3% | 3% | 3% | 0 | 10% | 0.0% | 17 | -1% | -2% | 0% | -3%
CC(=O)N1c2ccc(S(=O)(=O)NCCc3ccccc3)cc2CC1C (stereo not given) | 0% | 0% | -1% | 8 | 5% | 0.0% | ? | 18% | 0% | nt | -32%[inhibitor]
c1ccc(-c2csc3ncn4cnnc4c23)cc1 | 0% | -10% | -3% | -5 | ? | 0.4% | -21 | -14% | 0% | 12% | 2%
NC(=O)C1CCN(c2oc(-c3ccccc3)nc2S(=O)(=O)c2ccc(Br)cc2)CC1 | 1% | 1% | -2% | nt | 1% | 0.1% | 9 | nt | nt | 6% | 7%
CCNC(=O)NC(=O)C(C)OC(=O)CCS(=O)(=O)c1ccc(C)cc1 (stereo not given) | -2% | -2% | 10% | 1 | -1% | 0.1% | 1 | 3% | 2% | -4% | -18%
Cc1nnc(SCC(=O)Nc2nccs2)o1 | -10% | -2% | -5% | nt | ? | 3.6% | -2 | nt | 3% | ? | 11%
O=c1c2ccccc2cnn1Cc1n[nH]c(=S)n1-c1ccccc1F | 3% | -1% | 1% | 2 | 3% | -0.7% | -27 | nt | -2% | 4% | 12%
CCOC(=O)CNC(=O)CSc1nnnn1-c1cc(C)ccc1C | -4% | -3% | 0% | 1 | 1% | -2.3% | 2 | ? | 7% | 2% | 20%
COc1ccc(COC(=O)NNC(=O)c2ccccc2Cl)cc1 | -1% | 0% | -3% | 0 | ? | -0.6% | -24 | -4% | -1% | -4% | 22%
N#CCCn1cc(C(=O)Nc2ccc([N+](=O)[O-])cc2)c(-c2cccs2)n1 | 0% | 0% | nt | -1 | -1% | 1.0% | 21 | ? | -8% | -3% | -12%
Cc1ccc(NC(=O)CSc2nnc(N)s2)c([N+](=O)[O-])c1 | -7% | -6% | 1% | 2 | 5% | -0.8% | 4 | 5% | 4% | 8% | 2%
COc1ccc(CNC(=O)C2CC=CCC2C(=O)O)cc1OC (stereo not given) | 11% | -2% | -2% | -2 | 0% | 0.0% | 17 | 8% | 1% | -5% | 7%
COc1cc(/C=C2\SC(N)=NC2=O)cc(Br)c1O | 0% | 42%[activator] | -7% | 0 | -16% | -0.2% | 1 | 38%[activator] | -2% | -2% | 0%
O=C(NCc1ccc2c(c1)OCO2)Nc1ccc2ccccc2c1 | -2% | -1% | 3% | 0 | ? | -0.8% | -22 | nt | 1% | -5% | -11%
Cc1ccc(OCC(=O)NC(=S)Nc2ccccn2)c(Br)c1 | -8% | 2% | 1% | nt | ? | -0.1% | ? | nt | 3% | -23% | 12%
CSc1nc(N2CCOCC2)cc(N2CCOCC2)n1 | 1% | 1% | -7% | 0 | -23% | 0.0% | -15 | -2% | 2% | nt | 10%
COc1ccc(/C=C/C(=O)Nc2cc(C(F)(F)F)ccc2Cl)cc1OC | 4% | -3% | -1% | 1 | ? | -0.2% | -9 | ? | 0% | 7% | -25%

This is a subset. The share of hits here may be higher or lower than overall.
